Compound activity (PubChem BioAssay)
3CLpro inhibitor: SARS-CoV 3CLpro protease inhibition. 290,000 compounds, 0.14% hits. inhibition, % at 6 µM. recombinant SARS-CoV 3CLpro, quenched FRET peptide cleavage. AID 1706; in the data active means inhibition above about 12%
VHR inh abs: DUSP3 (human) phosphatase inhibition; recombinant VHR phosphatase, pNPP absorbance; inhibition, % at 13.3 µM; 290,000 compounds, 0.52% hits; AID 1654; in the data active means inhibition above about 50%; further: some compounds called inactive have numbers as strong as hits
Target sequence (P51452 whole entry, looked up): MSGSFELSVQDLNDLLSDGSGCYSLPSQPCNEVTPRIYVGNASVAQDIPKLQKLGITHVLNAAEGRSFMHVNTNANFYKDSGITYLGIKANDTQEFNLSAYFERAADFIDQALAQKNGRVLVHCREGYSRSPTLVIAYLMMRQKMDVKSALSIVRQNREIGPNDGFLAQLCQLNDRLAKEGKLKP
Mtb BioA inh: BioA (M. tuberculosis) enzyme inhibition | purified M. tuberculosis BioA enzyme, plate reader | inhibition, % at 9.99 µM | 360,000 compounds, 0.096% hits | AID 602481; in the data active means inhibition above about 40%
MazEF act: increases E. coli MazEF RNase cleavage of RNA; 350,000 compounds, 0.32% hits; activation, % at 20 µM; P0AE70; FAM/BHQ RNA-DNA oligo cleavage fluorescence, 5 h; AID 504720; in the data active means activation above about 50%
Target sequence (P0AE70 whole entry, looked up): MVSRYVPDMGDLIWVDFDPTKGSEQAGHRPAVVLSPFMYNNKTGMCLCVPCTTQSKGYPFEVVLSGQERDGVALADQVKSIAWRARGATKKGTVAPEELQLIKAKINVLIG
Mtb FBA inh: inhibits M. tuberculosis FBA enzyme. 360,000 compounds, 2.3% hits. AID 588726. purified M. tuberculosis FBA, fluorescence read-out. inhibition, % at 1 µM; in the data active means inhibition above about 27%;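 further: 0% = vehicle and 100% = reference inhibitor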
Target sequence (P9WQA3 whole entry, looked up): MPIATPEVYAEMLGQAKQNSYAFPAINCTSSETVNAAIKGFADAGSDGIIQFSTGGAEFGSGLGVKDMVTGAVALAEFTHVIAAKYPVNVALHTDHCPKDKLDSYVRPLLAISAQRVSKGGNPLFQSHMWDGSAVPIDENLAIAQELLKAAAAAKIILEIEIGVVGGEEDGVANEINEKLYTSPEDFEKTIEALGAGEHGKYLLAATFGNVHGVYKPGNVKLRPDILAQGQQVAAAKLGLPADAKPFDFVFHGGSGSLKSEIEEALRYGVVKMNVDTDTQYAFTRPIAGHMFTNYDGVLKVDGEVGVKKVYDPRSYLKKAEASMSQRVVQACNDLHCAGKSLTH
Vc quorum ag: induces V. cholerae light production without autoinducers; V. cholerae BH1578 lux reporter, luminescence, 6 h; activation, % at 18.7 µM; 350,000 compounds, 0.16% hits; AID 588436; in the data active means activation mostly above about 9.7%, no sharp cut-off; further: not every result past the cut was called active; inactives centre near 0; reference of the scale not given here
SSB-PriA inh: K. pneumoniae PriA-SSBct interaction inhibition | AlphaScreen SSBct-PriA binding, biotinylated peptide | inhibition, % at 33 µM | 430,000 compounds, 0.6% hits; in the data active means inhibition mostly above about 37%, no sharp cut-off; inactive means mostly below about 20%;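 further: plate controls were negative control peptide for no effect and reference peptide for full effect; strong numbers were not always called active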
GDH-TPI counter: GDH-TPI coupled enzyme inhibition counter-screen. GDH-TPI coupled enzyme counterscreen, NADH absorbance. inhibition, % at 4.8 µM. 360,000 compounds, 1.2% hits; in the data active means inhibition above about 30%;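 further: 0% = DMSO wells and 100% = wells lacking the enzyme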
UGM FP inh: blocks M. tuberculosis UGM enzyme. P9WIQ1. purified UGM, fluorescence polarization probe displacement. inhibition, % at 10 µM. 320,000 compounds, 0.06% hits. AID 504406; in the data active means inhibition above about 10%, passing the limit was not always enough
Rv3671c inh: inhibitors of M. tuberculosis serine protease Rv3671c. P9WHR9. inhibition, % at 5.96 µM. 320,000 compounds, 0.048% hits. AID 2606; in the data active means inhibition above about 38%;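 further: extracellular domain of Rv3671c used as enzyme; 0% = enzyme with DMSO and 100% = no enzyme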
Target sequence (P9WHR9 whole entry, looked up, the tested form may be a part): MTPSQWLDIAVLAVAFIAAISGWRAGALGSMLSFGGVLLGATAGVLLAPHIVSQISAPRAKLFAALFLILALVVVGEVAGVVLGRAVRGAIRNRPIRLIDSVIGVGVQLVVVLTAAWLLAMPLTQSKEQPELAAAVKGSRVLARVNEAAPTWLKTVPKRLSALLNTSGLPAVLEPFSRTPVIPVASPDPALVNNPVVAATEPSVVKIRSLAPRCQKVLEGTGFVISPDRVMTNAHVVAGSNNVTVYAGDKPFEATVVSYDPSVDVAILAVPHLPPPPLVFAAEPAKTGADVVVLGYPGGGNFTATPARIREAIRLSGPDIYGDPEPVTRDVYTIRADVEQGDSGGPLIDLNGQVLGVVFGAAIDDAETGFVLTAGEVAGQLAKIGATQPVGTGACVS
An asterisk follows results filed as active; i = inactive; nt = no result given; + = active, no number; & = joins results of further samples.

SMILES	3CLpro inhibitor	VHR inh abs	Mtb BioA inh	MazEF act	Mtb FBA inh	Vc quorum ag	SSB-PriA inh	GDH-TPI counter	UGM FP inh	Rv3671c inh
Oc1ccc(-c2nc(=S)[nH][nH]2)cc1	1	-5	-1.9	4	2	3.2	0	7	3.0	-6
Cn1c(CNC(=O)C2CCCCC2)cc2ccccc21	1	7	0.2	1	1	0.2	-11	3	0.2	-3
COc1cccc(-c2nc(CS(=O)(=O)CC(=O)NCCN3CCOCC3)c(C)o2)c1	-3	-32	-2.6	-18	4	-2.7	-1	18	-5.8	3
O=C(NCCCN1CCOCC1)c1cccc(S(=O)(=O)NCc2ccccc2)c1	nt	nt	-1.3	2	-2	i	-12	-9	1.0	4
COc1ccc(/C=N/NC(=O)c2cccc(Br)c2)cc1Cn1cc(Cl)cn1	4	9	-0.7	-16	-6	i	nt	10	2.0	-4
CCCCCCOc1ccc(C(CC(N)=O)C(=O)O)cc1 (centres undefined)	0	-7	0.5	4	1	-1.8	-8	-4	-1.8	3
O=C(NC(=S)Nc1ccc(Cl)c(C(=O)O)c1)c1cccc(COc2ccccc2)c1	10	6	2.4	-4	0	i	9	4	-2.4	-12
CCC1OC23CCCCC2C(C#N)(C(=N)O3)C1(C#N)C#N (centres undefined)	1	-1	-7.2	12	58*	-4.2	-8	13	6.7	7
Cn1c(SCC(=O)N2CCOCC2)nnc1-c1ccc(Cl)cc1Cl	-3	26	-0.3	2	1	i	-10	-7	2.3	-5
O=C(CCc1ccccc1)N1CCN(c2ccc(F)cc2)CC1	6	26	nt	1	2	i	-2	-2	-1.9	6
CCOC(=O)c1cc2occc2n1CC(=O)N1CCN(C(=O)c2ccco2)CC1	-5	17	14	-2	2	-0.4	3	-2	-0.2	-9
COc1ccccc1CC(NC(C)=O)C(=O)NC1CCN(C(=O)c2ccc([N+](=O)[O-])cc2)CC1 (centres undefined)	0	21	nt	6	-3	-0.1	0	-2	1.2	-2
COC(=O)C1OC1c1cc([N+](=O)[O-])ccc1OC (centres undefined)	nt	nt	nt	-1	3	i	-19	28	nt	nt
CC1Cc2cc(/C(O)=C3/C(=O)C(=O)N(CCN4CCOCC4)C3c3ccc([N+](=O)[O-])cc3)ccc2O1 (centres undefined)	4	34	0.4	7	2	i	nt	18	0.7	-5
O=C(COc1ccc2ccccc2c1)NNC(=O)c1cnccn1	1	8	nt	-4	-17	i	-14	6	2.3	-3
Cc1ccc(C(O)(C(=O)NNC(=O)CN2CCN(C)CC2)c2ccc(C)cc2)cc1	2	-4	nt	-2	-1	i	-1	8	2.0	1
O=C(c1cccc([N+](=O)[O-])c1)N1CCN(c2ccccn2)CC1	1	21	0.4	5	1	-0.4	-3	5	-1.8	3
CCC(CC)C(=O)c1c[nH]c(C(=O)NCc2cccnc2)c1	2	13	1.8	6	1	-0.5	-11	2	2.0	-1
O=C(O)Cc1ccc(N=Nc2c(O)c(C(=O)O)cc3ccccc23)cc1	-2	6	9.1	-3	-9	i	22	18	-0.6	-21
COc1cc(NC(=O)Nc2cccc(C(C)=O)c2)cc(OC)c1OC	-2	-12	-0.5	6	-2	6.2	-12	-6	-0.6	-1
N#C/C(=C\c1ccccc1)C(=O)NCc1ccc(F)cc1	-2	26	-2.0	-13	1	-0.3	-4	1	2.5	7
O=C(CSCc1ccc(Cl)cc1)NCCSCc1ccco1	3	12	nt	0	-2	i	0	-5	0.2	4
CC(C)(C)NC(=O)NC(=O)CN1CC=C(c2ccccc2)CC1	3	26	0.4	0	-1	-0.4	-2	2	-3.0	5
O=C(COc1cccc(NC(=O)c2ccco2)c1)c1ccccc1	-1	29	2.7	-11	-2	0.3	2	8	0.5	-2
CCOc1ccc(NC(=O)c2nn(-c3ccc(OC)cc3OC)c(=O)c3ccccc23)cc1	1	20	nt	nt	nt	nt	nt	nt	-0.4	3

Additional results follow:
SMILES	3CLpro inhibitor	VHR inh abs	Mtb BioA inh	MazEF act	Mtb FBA inh	Vc quorum ag	SSB-PriA inh	GDH-TPI counter	UGM FP inh	Rv3671c inh
COC(=O)c1c(C)oc(C)c1S(=O)(=O)N1CCCC1	1	20	nt	8	1	-0.4	-8	5	-2.3	4
COc1ccccc1N1C(=O)S/C(=C\c2cc(C)n(C)c2C)C1=O	-2	18	nt	+	-4	0.3	12	10	0.2	4
O=C(NCSc1ccnc(SCNC(=O)c2ccc(F)cc2)n1)c1ccc(F)cc1	-2	-15	0.5	-2	4	i	-20	8	-3.9	-3
Oc1ccc(-c2nc3ccccc3nc2-c2ccc(O)cc2O)c(O)c1	nt	nt	0.1	6	-4	-2.7	3	11	nt	nt
Cc1ccc(CNc2ncnc(N)c2[N+](=O)[O-])cc1	-7	18	nt	6	-2	i	-9	-1	2.2	-1
COc1ccc(NC(=O)CCN2CCCCC2)cc1	-3	20	-0.1	-2	-2	i	0	3	0.4	-2
CN(NC(=O)NN)c1ncc(C(F)(F)F)cc1Cl	5	33	-1.0	-4	-1	-0.7	-12	11	0.3	-4
Cc1cc(Cl)ccc1OC(C)C(=O)Nc1ccc([N+](=O)[O-])cn1 (centres undefined)	2	-4	0.4	2	-9	i	17	4	2.2	9
O=C(CN(C1CC1)S(=O)(=O)c1ccc(S(=O)(=O)NC2CCCCC2)cc1)Nc1ccccc1	2	18	-0.2	-2	1	i	-13	4	nt	nt
CCC1CCCCN1CCCNC(=O)c1ccc2c(c1)N(Cc1c(F)cccc1Cl)C(=O)CS2 (centres undefined)	5	-4	2.3	22	0	i	-9	-7	-0.6	0
O=C(NC(=S)NCc1ccc(Cl)cc1Cl)c1ccco1	nt	nt	nt	-3	-3	nt	3	5	nt	0
NC(=O)c1ncn([C@@H]2O[C@H](CO)[C@@H](O)[C@H]2O)c1O	-4	12	0.4&-4.6	2	-1	3.0&-2.1	-5	5	-1.1	-8
O=C(NCc1ccccn1)C1CC(c2ccccc2Cl)=NO1 (centres undefined)	-6	1	-1.8	7	-3	-0.9	6	3	0.9	-2
CC(=O)N1CCc2cc(S(=O)(=O)CCC(=O)Nc3ccccc3F)ccc21	-5	-3	0.3	3	-2	-1.0	-7	8	0.9	6
Cc1cccc(N2CCN(C(=O)NCc3ccc(F)cc3)CC2)c1C	-1	21	-1.9	5	-1	-0.4	0	5	2.7	10
COc1ccc(NC(=O)c2ccc3ccccc3c2OC)cc1	nt	nt	6.2	9	-3	-0.5	-15	-1	-0.9	-18
CC(C)CCN1CCC(C)(NC(=O)c2ccccc2)C1=O (centres undefined)	nt	nt	-0.3	-7	5	0.3	-6	11	3.4	5
COC(=O)C1=C(c2c(C)noc2C)C[C@@H]2CC[C@H]1N2C(=O)NCC1CC1	nt	nt	-1.3	5	6	i	-21	11	-2.1	6
O=C(O)c1ccc(S(=O)(=O)N(CCc2ccccc2)Cc2ccc(Cl)cc2)cc1	9	6	6.2	-2	-6	-0.2	-10	-13	1.5	-22
Cc1cccnc1CCNC(=O)CC1C(=O)NCCN1CC1CCCCC1 (centres undefined)	0	-10	nt	-5	0	nt	-9	5	3.8	-4
O=C(Nc1ccc2nc3ccccc3nc2c1)c1ccc(Br)cc1	-3	42	-0.9	-19	1	-0.3	-2	18	0.8	-92
CC(=O)N1CCN(C2c3cccc4cccc(c34)C2NS(=O)(=O)c2ccccc2)CC1 (centres undefined)	6	-13	0.3	-2	0	i	3	5	0.8	2
CCOC(=O)C1=C(CS(=O)(=O)c2ccccc2)NC(=O)NC1c1ccccc1OC (centres undefined)	0	18	4.5	7	2	-0.1	-11	4	-0.5	-4
CN(C(=O)c1cccc(NC(=O)Cc2ccc(NC(=O)C3CCN(C(=O)c4ccccc4)CC3)cc2)c1)C1CC1	nt	nt	-3.2	1	-1	i	4	0	nt	nt
CCNC(=S)NCc1ccco1	-2	-6	nt	-4	2	0.3	-6	3	3.8	-4

Brought forward from above: 3 entries, followed by the next part.
SMILES	3CLpro inhibitor	VHR inh abs	Mtb BioA inh	MazEF act	Mtb FBA inh	Vc quorum ag	SSB-PriA inh	GDH-TPI counter	UGM FP inh	Rv3671c inh
CCOC(=O)C1=C(CS(=O)(=O)c2ccccc2)NC(=O)NC1c1ccccc1OC (centres undefined)	0	18	4.5	7	2	-0.1	-11	4	-0.5	-4
CN(C(=O)c1cccc(NC(=O)Cc2ccc(NC(=O)C3CCN(C(=O)c4ccccc4)CC3)cc2)c1)C1CC1	nt	nt	-3.2	1	-1	i	4	0	nt	nt
CCNC(=S)NCc1ccco1	-2	-6	nt	-4	2	0.3	-6	3	3.8	-4
O=[N+]([O-])c1ccccc1OCCN1CCCC1	-4	8	-1.8	2	0	-0.6	-12	10	3.0	0
C=CCn1c(Cc2ccccc2)n[nH]c1=S	1	30	nt	0	-6	-0.8	-2	11	-1.3	10
O=C(O)CCCC(=O)Nc1ccc(Sc2ccc([N+](=O)[O-])cc2)cc1	6	5	0.5	-9	5	i	-12	13	3.8	-4
CCOC(=O)C(O)(c1ccc(N=Cc2ccccc2O)c(C)c1)C(F)(F)F (centres undefined)	5	2	nt	-8	1	-2.7	-5	7	0.0	3
O=C(CCNC(=O)c1ccccc1Cl)NCc1cccnc1	nt	nt	nt	3	-2	i	-7	9	-1.6	5
CCCCn1c(N)c(N(CC(C)C)C(=O)C2CCN(S(=O)(=O)c3ccc(C)cc3)CC2)c(=O)[nH]c1=O	nt	nt	nt	-19	-3	i	5	1	0.8	2
O=c1c2ccccc2nc(SCc2ccccc2F)n1C1CCCC1	-2	14	-1.0	-4	-1	-1.4	5	5	4.0	8
O=C(CCc1[nH]c2ccccc2c1Sc1ccccc1)NCCO	-1	2	nt	-1	1	2.5	11	6	-1.1	4
CCOC(=O)CCSCC(=O)Nc1cc(C)on1	4	nt	nt	8	0	-0.4	4&-21	3	-0.7	-1
CCOC(=O)c1nn(-c2ccc(C)cc2)c(=O)c2c(N)scc12	-1	-18	-1.2	5	-2	nt	1&-7	-3	2.5	-21
COc1ccc(C2N=C(N)N=C(N)N2c2ccc(C)cc2)cc1 (centres undefined)	1	27	36	-3	0	i	-10	2	-1.3	-4
CCCCn1c(N)c(N(CC)C(=O)C2=NN(c3ccccc3)C(=O)CC2)c(=O)[nH]c1=O	nt	nt	-1.2	-6	5	0.4	-3	-8	2.1	-4
O=C(O)CC(NS(=O)(=O)c1ccc(Br)cc1)c1ccco1 (centres undefined)	0	3	0.5	3	0	-9.7	-7	0	0.7	1
Cc1ccc(CN2CCC(N3CCC(C(=O)NCC4CCCO4)CC3)CC2)o1 (centres undefined)	3	18	-1.0	-16	-2	-0.2	-8	12	1.4	1
O=C(CN1C(=O)NC2(CCCC2)C1=O)Nc1cc(C(F)(F)F)ccc1N1CCOCC1	nt	nt	-0.9	-17	2	21	-2	8	-0.4	6
O=C(OCc1nnc(-c2ccc([N+](=O)[O-])cc2)o1)C1CC(=O)N(CCc2ccccc2)C1 (centres undefined)	nt	nt	-0.8	-8	0	i	-3	1	-0.5	4
O=C(O)c1cccc(N/N=C/c2ccc(F)c(F)c2)c1	1	9	0.6	1	1	2.8	nt	3	-1.4	7
Cc1cc(C(F)(F)F)n2nc(C)c(-c3ccc(Cl)cc3)c2n1	-2	-5	0.1	-6	-1	-0.3	-2	-2	-0.4	-6
Cc1ccc(C(=O)NC(=S)Nc2ccc(CN3CCCCC3)cc2)c(C)c1	0	29	nt	3	-2	-0.6	10	4	-1.4	-7
Cc1c(CC(=O)O)c(=O)oc2c(C)c(OCc3ccccc3)ccc12	4	-11	0.6	-3	14	-0.3	-4	10	-1.4	nt

Record cards, as listed above. Values in the order: 3CLpro inhibitor, VHR inh abs, Mtb BioA inh, MazEF act, Mtb FBA inh, Vc quorum ag, SSB-PriA inh, GDH-TPI counter, UGM FP inh, Rv3671c inh
Cc1ccc(C(=O)NC(=S)Nc2ccc(CN3CCCCC3)cc2)c(C)c1 is listed with 0, 29, nt, 3, -2, -0.6, 10, 4, -1.4, -7
CCCCn1c(N)c(N(CC)C(=O)C2=NN(c3ccccc3)C(=O)CC2)c(=O)[nH]c1=O is listed with nt, nt, -1.2, -6, 5, 0.4, -3, -8, 2.1, -4
Cc1ccc(CN2CCC(N3CCC(C(=O)NCC4CCCO4)CC3)CC2)o1 (centres undefined) is listed with 3, 18, -1.0, -16, -2, -0.2, -8, 12, 1.4, 1
O=[N+]([O-])c1ccccc1OCCN1CCCC1 is listed with -4, 8, -1.8, 2, 0, -0.6, -12, 10, 3.0, 0

This is a subset; the hit share may differ from the screen's.
